# MITF act: activators of MITF-driven TRPM1 promoter reporter, primary screen, cell-based, SK-MEL-5, luciferase, single point; SK-MEL-5 TRPM1-promoter luciferase, 24 h; % of positive control, neutral wells = 0; actives 0.75% (n = 300,000); activation, % at 12.5 µM;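 active = mean activation of at least 80% with every replicate also reaching 80%; inconclusive = mean reaches 80% but some replicate falls short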;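 note: 0% = neutral control wells and 100% = parthenolide positive control wells; values of inactives mirror those of a sister screen read the other way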
# PKA-R1A act: activators of PKA-R1A holoenzyme, primary screen, biochemical, fluorescence polarization, Cy5-IP20, bovine R1A, mouse PKAc. PKA-R1A dissociation; scaled: DMSO 0%, 113 µM cGMP 100%. cAMP-dependent protein kinase type I-alpha regulatory subunit (Bos taurus) + …. activation, % at 11.4 µM. actives 0.083% (n = 340,000);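 active = percent activation above the mean of all tested compounds plus 3 SD, cut at about 19% in these data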;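 note: higher means more PKAc released from R1A so a rise in polarization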
# CDK5 p35 inh: inhibitors of human CDK5/p35 kinase, primary screen, biochemical, single concentration; Recombinant CDK5/p35, ADP-Glo luminescence, 60 min; inhibition, % at 10 µM; actives 0.01% (n = 330,000); AID 488839, 2010;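 active = highest replicate inhibition of at least 50% and at least 75% of replicates reaching 50%; inconclusive = only one of the two criteria met; inactive = both criteria failed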;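 note: plate controls were DMSO neutral control for no effect and GW8510 at 10 µM for full effect; many of its hits are not listed in these tables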
# Arr AP2 block: inhibitors of beta-arrestin/AP2 binding, primary screen, biochemical, GPCR trafficking, flow cytometry | FITC-arrestin peptide / GST-AP2 beads; AP2 beta2 appendage carries R879A mutation | beta-arrestin 1 C-terminal peptide binding to AP2 beta2-adaptin appendage (human) | actives 0.31% (n = 340,000) | AID 504490, 2011 | inhibition, % at 10 µM;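 active = inhibition above a set limit, near 3 SD of compounds lacking own fluorescence, cut at about 54% in these data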;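 note: plate controls were DMSO wells for no effect and 5 µM unlabelled arrestin peptide for full effect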
#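 Measured by: flow cytometry, FL1 (488/535 nm); Material: AP2 appendage R879A on GSH beads; Evaluation: percent response; Timing: pre-incubation 12 min, peptide binding 1 h, room temperature; Also added: 50 nM FITC-arrestin peptide; Medium: PBS with 0.05% Tween 20 and 0.1% BSA.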
# SR-BI DiI inh: inhibitors of SR-BI mediated HDL lipid uptake, primary screen, ldlA[mSR-BI] cells, fluorescence, single point; inhibition, % at 12.5 µM; actives 0.96% (n = 320,000); ldlA[mSR-BI] CHO cells, DiI-HDL uptake fluorescence, 3 h; Scavenger receptor class B member 1 (Mus musculus), Q61009; AID 488896, 2010;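 active = mean replicate inhibition of at least 70% and a set share of replicates each scoring 70 or more; inconclusive = meets just one of the two criteria; inactive = fails both criteria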;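 note: 0% = median of neutral control wells and 100% = median of positive control wells; values of inactives mirror those of a sister screen read the other way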
# Target sequence (Q61009 whole entry, looked up): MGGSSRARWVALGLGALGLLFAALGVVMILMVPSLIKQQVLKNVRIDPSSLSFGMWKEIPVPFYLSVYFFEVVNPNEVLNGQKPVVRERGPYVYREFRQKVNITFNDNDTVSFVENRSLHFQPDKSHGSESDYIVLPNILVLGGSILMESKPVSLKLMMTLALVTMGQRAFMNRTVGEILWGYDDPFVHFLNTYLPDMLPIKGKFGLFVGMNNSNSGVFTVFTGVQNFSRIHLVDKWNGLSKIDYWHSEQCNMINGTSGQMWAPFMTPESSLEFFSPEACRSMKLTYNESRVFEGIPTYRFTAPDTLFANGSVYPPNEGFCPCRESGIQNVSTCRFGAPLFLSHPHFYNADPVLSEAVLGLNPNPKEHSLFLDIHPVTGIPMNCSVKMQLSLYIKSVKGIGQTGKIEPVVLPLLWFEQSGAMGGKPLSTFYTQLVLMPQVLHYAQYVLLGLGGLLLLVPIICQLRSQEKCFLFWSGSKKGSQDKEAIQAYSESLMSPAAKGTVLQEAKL
# dFosB activator: activators of delta FosB homodimer, primary screen, biochemical, fluorescence polarization, TAMRA-CDK5 oligo, single point. Protein FosB (Mus musculus), P13346. purified delta FosB; percent of positive-control signal above neutral wells. activation, % at 25 µM. actives 0.99% (n = 340,000). AID 493131, 2011;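 active = mean activation above about 17%, with every replicate also reaching it, limit read from the data, passing the limit was not always enough; inconclusive = only one of the two conditions met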;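 note: fluorescence polarization rise as delta FosB binds a TAMRA Cdk5 AP-1 oligo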
# Target sequence (P13346 whole entry, looked up): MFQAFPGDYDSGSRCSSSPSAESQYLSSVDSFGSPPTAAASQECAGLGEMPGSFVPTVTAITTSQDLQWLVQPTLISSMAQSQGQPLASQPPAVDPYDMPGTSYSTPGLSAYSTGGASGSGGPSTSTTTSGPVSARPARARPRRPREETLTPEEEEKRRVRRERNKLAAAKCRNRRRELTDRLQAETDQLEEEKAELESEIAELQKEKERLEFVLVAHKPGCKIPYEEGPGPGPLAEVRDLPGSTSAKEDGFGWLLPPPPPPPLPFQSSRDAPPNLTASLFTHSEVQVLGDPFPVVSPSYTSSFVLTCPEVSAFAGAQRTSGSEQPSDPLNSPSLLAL
# Mot1-301 SUMO: yeast Mot1-301 growth rescue at high temperature, primary screen, SUMOylation pathway inhibitor project, S. cerevisiae, ATP luminescence, 38.5C. S. cerevisiae Mot1-301 growth rescue; percent above DMSO median, 100 means doubled. growth rescue, % at 18.8 µM. actives 1% (n = 320,000). AID 2716, 2010;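 active = every valid replicate shows activation above 250% relative to neutral control wells; inactive = the rest, any valid replicate at or below 250%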;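 note: OY570 slx delta 5 strain wells were the positive control but not used for scaling; some compounds called inactive have numbers as strong as hits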
# NSD2 HMT inh: NSD2 histone methyltransferase inhibitors, primary screen, biochemical, AlphaScreen, single concentration, set 2. Histone-lysine N-methyltransferase NSD2 (Homo sapiens), O96028. NSD2 peptide methylation, 120 min. inhibition, % at 12.5 µM. actives 0.54% (n = 310,000). AID 743445, 2014; in the data active = inhibition above about 50%
# SR-BI DiI-HDL act: activators of SR-BI mediated DiI-HDL uptake, primary screen, ldlA[mSR-BI] CHO cells, DiI fluorescence; 3 h; 100 = double the neutral-control signal; activation, % at 12.5 µM; actives 0.096% (n = 320,000); AID 504775, 2011;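 active = mean replicate activation of at least 60% and every replicate at or above 60%; inconclusive = mean or all-replicate condition met, but not both; inactive = mean below 60% and not all replicates reaching 60%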;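 note: 0% = median plate neutral-control signal and 100% = twice that signal; values of inactives mirror those of a sister screen read the other way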
#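 Material – SR-BI-overexpressing, LDLR-lacking CHO cells · Medium – BSA-supplemented, HEPES-buffered Ham's F12, pH 7.4 · Doses – single concentration · Times – compound with DiI-HDL co-incubation, 3 h at 37 °C · Measured by – bottom-read fluorescence, 550/595 nm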
# PKA-R2B activ: activators of PKA-R2B holoenzyme, primary screen, biochemical, fluorescence polarization, Cy5-IP20, human | cAMP-dependent protein kinase catalytic subunit beta (Homo sapiens) + cAMP-dependent … | actives 0.079% (n = 340,000) | PKA-R2B holoenzyme dissociation; R2B truncated from residue 108, S112A mutant; 0% DMSO only, 100% 113 µM cGMP | activation, % at 11.4 µM;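 active = activation above a cutoff set at the mean over all compounds plus 3 SD, cut at about 18% in these data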;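 note: higher means more holoenzyme dissociation and a rise in polarization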
# Pemphigus Ab inh: inhibitors of pemphigus antibody binding to DSG3, primary screen, biochemical, bead-based, flow cytometry, scFv-GFP; Desmoglein-3 (Homo sapiens), P32926; DSG3-coupled beads, scFv-anti-DSG3-GFP binding; stronger effect = lower value; binding (percent of control), % at 10 µM; actives 0.48% (n = 310,000); AID 588358, 2011;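 active = binding more than 3 SD below its plate's average and above zero; inconclusive = below that plate limit but binding exactly zero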;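 note: hits lower antibody fragment binding to DSG3; some compounds called inactive have numbers as strong as hits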
# * marks the source's active call; other numbers are inactive results; ? = inconclusive; . = not tested or not shown; + = active, no number; & = joins results of further samples.
SMILES,MITF act,PKA-R1A act,CDK5 p35 inh,Arr AP2 block,SR-BI DiI inh,dFosB activator,Mot1-301 SUMO,NSD2 HMT inh,SR-BI DiI-HDL act,PKA-R2B activ,Pemphigus Ab inh
Cc1c(C)n(CCN(C)C)c2ccc(C(=O)OCCN(C)C)cc12,15.4,0.5,-0.2,3.9,-2.6,20.2*,-0.3,11.0,2.6,-1.0,102.2
CC(C)[C@H](NC(=O)C1CC(=O)N(c2ccc3c(c2)OCCO3)C1)C(=O)NC1CCCC1 (some centres not stated),1.7,-3.2,0.0,4.5,9.7,5.5,166.8,-7.2,-9.7,1.6,.
CN(Cc1cccs1)C(=O)CCc1c[nH]c2ccccc12,20.6,6.3,-1.4,32.4,7.1,-0.3,-12.3,4.7,-7.1,-1.9,97.6
COCCCNC(=O)c1ccc(Cn2c(=O)c3ccccc3n(Cc3ccccc3C#N)c2=O)cc1,-13.5,0.2,.,28.1,9.8,4.0,12.9,-0.1,-9.8,1.0,.
CCC(=O)N(Cc1ccc(S(N)(=O)=O)cc1)C1CC(=O)N(c2ccc(OC)cc2)C1=O (configuration not stated),-2.6,4.1,-0.7,3.8,0.6,-6.2,3.6,-0.8,-0.6,-2.2,.
O=C(Nc1ccccc1N1CCN(C(=O)c2ccc(Cl)cc2)CC1)c1cc2ccccc2o1,-12.5,2.4,2.3,6.1,25.4,-7.2,.,-4.2,-25.4,-12.0,81.0
C=CCC[C@@H](Cc1ccc(F)cc1)C(=O)OC[C@@H](NC(=O)[C@@H](CC=C)CC(=O)N[C@H](CO)Cc1ccccc1)C(C)(C)C,3.1,-2.9,-0.1,15.7,0.2,7.8,41.1,.,-0.2,1.5,103.8
CC(C)c1ccc(C2C3=C(CC(C)(C)CC3=O)NC3=C2C(=O)c2ccccc23)cc1 (configuration not stated),-17.4,-17.0,1.3,6.0,26.6,-4.5,5.7,.,-26.5,-4.8,96.7
Cc1cccc(-c2nsc(SCC(=O)NCc3ccco3)n2)c1,6.2,2.2,-1.6,3.5,-17.5,-12.1,1.7,-2.3,17.5,-11.2,99.8
Cn1nc(C(F)(F)F)c(/C=N/OC(=O)c2ccccc2)c1Cl,.,-3.4,-0.1,-8.4,0.1,-6.9,2.6,-3.9,-0.1,-0.6,100.3
COc1cccc2[nH]c3c(=O)n(CCCN4CCOCC4)cnc3c12,-14.3,-0.3,-1.1,30.6,-19.4,3.1,5.5,-3.0,19.4,-5.2,88.8
C/C(=N/N=C1\SCC(=O)N1c1ccccc1)c1ccc(C)cc1,.,.,0.1,-8.9,-6.9,-3.5,7.3,-4.3,6.9,.,93.6
CCc1c(C)c2ccc(OCC(=O)NCC3CCC(C(=O)O)CC3)cc2oc1=O (configuration not stated),-1.7,0.9,-0.3,1.7,-7.2,-12.4,16.6,.,7.2,11.7,98.2
Cn1c(=O)n(C)c2cc([N+](=O)[O-])c(N3CCN(C(=O)c4ccccc4Cl)CC3)cc21,-16.8,-4.2,2.6,1.9,-285.4,-6.8,17.0,4.9,?,0.8,98.1
CC(C)(C)C(=O)COC(=O)c1ccccc1O,4.0,13.7,1.6,12.0,6.6,3.1,-11.2,-2.8,-6.6,-4.2,82.2
O=C(COC(=O)c1ccc(Cl)c(S(=O)(=O)N2CCc3ccccc3C2)c1)Nc1ncc(Cl)cc1Cl,1.2,0.3,-0.3,-0.1,12.8,-4.3,-7.9,-1.8,-12.8,-12.3,99.7
CC(=O)Nc1ccc(NC(=O)C(C)n2c3ccccc3c3nc(=O)cc(C)n32)cc1 (configuration not stated),-12.9,-8.9,-1.1,-21.5,-0.4,-4.5,12.6,1.2,0.4,-6.5,104.2
COc1ccc(CN2C(=O)CNC2=S)cc1,4.6,5.4,-2.2,10.1,.,-3.2,81.1,-3.3,.,8.9,91.4
O=C(Nc1ncc2c(n1)CC(c1cccc(Cl)c1)CC2=O)c1ccco1 (configuration not stated),-1.3,-7.9,2.1,5.6,10.5,-22.2,9.5,-1.0,-10.5,-13.1,43.1
Cc1ccc(/C=N/n2c(-c3ccncc3)n[nH]c2=S)s1,5.0,-2.3,0.7,-4.3,-28.8,-6.3,83.9,8.9,28.8,6.8,109.6
CCOc1ccc2[nH]c(=O)c(CN(Cc3ccco3)C(CC)c3nnnn3Cc3ccccc3)cc2c1 (configuration not stated),-7.6,-8.8,-0.7,18.1,18.5,-19.5,+,0.8,-18.5,6.3,104.4
COc1ccc(C(=O)NCCS(=O)(=O)NCc2cccs2)cc1,2.3,5.7,-0.5,3.8,-27.3,6.3,7.2,-0.2,27.3,-9.1,102.7
O=C(c1ccc(Br)o1)N1N=C(c2ccc(Cl)cc2)CC1c1ccco1 (configuration not stated),10.0,-9.0,0.6,-0.1,29.1,-9.8,299.3,0.7,.,-1.5,109.3
COCCNC(=O)c1onc(CSc2cc(C)cc(C)c2)c1C(=O)NCCOC,8.6,0.6,0.4,.,-15.8,-2.8,5.7,.,15.8,7.5,101.1
O=C(O)C#Cc1cccc2ccccc12,-0.2,-1.6,-1.3,16.8,.,-6.9,-3.2,14.3,.,-4.2,97.7
Cc1cc2n(n1)C(c1ccccc1)CC(c1ccc(Br)cc1)=N2 (configuration not stated),26.4,-10.3,1.4,2.4,11.5,-12.2,4.1,.,-11.5,-11.1,90.2
CCN1C(=O)/C(=C/c2ccc(OCc3ccc(C(=O)O)cc3)c(Cl)c2)NC1=S,8.7,3.3,-0.5,-7.4,-15.6,-2.5,-3.2,7.0,15.6,-4.3,102.5
CCOC(=O)/C(=C\c1ccccc1)C(=O)CCN1CCOCC1,.,-2.7,-0.1,-9.7,-7.1,-3.6,.,-5.3,7.1,6.0,85.2
CCOc1cc(C2C(C(=O)c3ccco3)=C(O)C(=O)N2CC2CCCO2)ccc1O (configuration not stated),5.0,9.4,1.4,15.2,-2.4,1.4,8.4,-0.8,2.4,4.9,104.0
O=C(CCCN1C(=O)c2ccccc2C1=O)OC1CSCC1NC(=O)c1ccccc1 (configuration not stated),-2.2,-6.8,0.6,19.7,0.2,-3.1,298.6*,-1.0,-0.2,6.5,103.6

# Ordered by value in CDK5 p35 inh (highest first): 4 from the list above.
SMILES,MITF act,PKA-R1A act,CDK5 p35 inh,Arr AP2 block,SR-BI DiI inh,dFosB activator,Mot1-301 SUMO,NSD2 HMT inh,SR-BI DiI-HDL act,PKA-R2B activ,Pemphigus Ab inh
Cc1cc2n(n1)C(c1ccccc1)CC(c1ccc(Br)cc1)=N2 (configuration not stated),26.4,-10.3,1.4,2.4,11.5,-12.2,4.1,.,-11.5,-11.1,90.2
COCCNC(=O)c1onc(CSc2cc(C)cc(C)c2)c1C(=O)NCCOC,8.6,0.6,0.4,.,-15.8,-2.8,5.7,.,15.8,7.5,101.1
COc1ccc(C(=O)NCCS(=O)(=O)NCc2cccs2)cc1,2.3,5.7,-0.5,3.8,-27.3,6.3,7.2,-0.2,27.3,-9.1,102.7
O=C(O)C#Cc1cccc2ccccc12,-0.2,-1.6,-1.3,16.8,.,-6.9,-3.2,14.3,.,-4.2,97.7

# Further structures
SMILES,MITF act,PKA-R1A act,CDK5 p35 inh,Arr AP2 block,SR-BI DiI inh,dFosB activator,Mot1-301 SUMO,NSD2 HMT inh,SR-BI DiI-HDL act,PKA-R2B activ,Pemphigus Ab inh
CSc1ccccc1NC(=O)c1cc(C)on1,-9.2,-5.7,-2.0,11.8,-12.9,-2.9,10.5,-1.8,12.9,1.6,98.2
Cc1ccc(C(=O)Nc2cccc(C(F)(F)F)c2)cc1Nc1cncnc1,15.6,4.1&-5.8,-2.7,19.4,12.6,-6.9,534.1,.,-12.6,-0.2&0.2,114.1&108.1
c1ccc(OCc2nnnn2-c2ccccc2)cc1,3.2,-4.1,-0.3,2.9,-22.4,-6.2,176.3,-3.0,22.4,-6.2,107.5
O=C(Nc1ccccc1C(F)(F)F)N1CCN(c2ccccn2)CC1,-7.5,-0.9,0.1,34.2,24.3,-5.5,82.9,-1.6,-24.3,-1.8,98.2
Cc1cc(C)n(-c2cccc(Cl)c2C#N)n1,.,12.9,1.2,8.4,4.4,0.0,49.3,-0.3,-4.4,-8.2,115.4
COc1ccc(/C=N\NC(=O)C2C(=O)NCC2c2ccccc2)cc1O (configuration not stated),3.2,0.8,0.3,-3.0,-9.0,-3.9,3.9,0.4,9.0,7.7,118.4
CN(C)CCCN=C(NO)c1ccc(Cl)cc1Cl,18.1,-6.5,-0.2,-0.8,-3.9,-4.0,417.3,2.2,3.9,-3.5,116.7
O=C(NNC(=O)c1csc(N2CCOCC2)n1)c1cccnc1,2.7,-11.3,-2.3,3.3,-19.8,-3.3,84.8,-1.6,19.8,-18.2,104.8
N/C(=N\OC(=O)c1ccc(F)cc1)c1nonc1N,0.5,-7.6,0.1,18.3,-7.3,-11.1,-26.9,3.9,7.3,-8.0,103.5
O=C(CCNS(=O)(=O)c1ccc(Br)cc1)Nc1cccc(F)c1,.,-7.5,-1.5,-6.2,.,-3.7,2.5,-0.4,.,-7.5,91.5

# High-throughput results deposited in PubChem BioAssay by several laboratories.
